Screening data: PubChem BioAssay, several laboratories
GSK3beta inhib – human GSK3beta kinase inhibition. P49841. GST-GSK3beta kinase, ADP-Glo luminescence, 60 min; stronger effect = lower value. activity score (negative = inhibition), % at 10 µM. hit rate 0.038% among 300,000. AID 2097;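 active = more than half of replicate wells score below -50%, meaning over 50% inhibition versus plate controls; inconclusive = some replicates but at most half score below -50%; inactive = no replicate scores below -50%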;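 also: 0% = median DMSO wells and -100% = median GW8510 positive control wells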
Target sequence (P49841 whole entry, looked up): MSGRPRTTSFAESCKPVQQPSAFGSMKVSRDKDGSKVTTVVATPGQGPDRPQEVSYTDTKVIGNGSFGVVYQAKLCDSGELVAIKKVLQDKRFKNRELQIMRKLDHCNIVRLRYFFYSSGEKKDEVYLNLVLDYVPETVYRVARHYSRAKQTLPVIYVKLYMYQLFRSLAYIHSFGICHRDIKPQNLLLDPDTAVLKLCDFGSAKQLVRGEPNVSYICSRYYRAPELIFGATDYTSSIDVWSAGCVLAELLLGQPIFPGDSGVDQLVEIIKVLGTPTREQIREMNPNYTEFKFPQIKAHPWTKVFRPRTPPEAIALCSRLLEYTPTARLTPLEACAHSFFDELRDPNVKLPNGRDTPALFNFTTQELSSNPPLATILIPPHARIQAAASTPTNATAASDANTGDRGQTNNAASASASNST
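Test system – GST-tagged human GSK3beta kinase, cell-free · Incubation – 60 min enzyme reaction, room temperature · Signal – ADP-Glo luminescence · Also added – peptide substrate and ATP at 25 µM · Controls – DMSO neutral wells and GW8510 at 20 µM as positive · Buffer or medium – Tris/MgCl2 kinase buffer · Measure – Luminescence-derived activity versus plate DMSO and GW8510 wells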
HSF-1 act – increases HSF-1 driven luciferase reporter signal; hit rate 1.7% among 300,000; NIH3T3-HGL HSF-1 luciferase reporter, MG132, 8 h; 100% = twice DMSO control signal; activation, % at 9 µM;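 active = mean replicate activation of at least 50% with a set share of replicates each reaching 50%; inconclusive = only one of those two conditions met; inactive = mean below 50% and too few replicates reaching it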;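 also: 0% = median of the neutral control wells and 100% = twice that signal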
aSyn 5UTR inh – MLPCN primary screen, SNCA 5' untranslated region | AID 1813 | alpha-synuclein 5'UTR reporter, inhibitor activity | inhibition, % (tested at 7.5 µM) | hit rate 0.82% among 300,000; in the data active = inhibition above about 60%; inconclusive = no clear call, values can overlap the other calls;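 also: H4 neuroglioblastoma cells stably carrying SNCA 5'UTR luciferase fusion; 0% = DMSO wells and 100% = positive control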
IEC-6 tox – IEC-6 cytotoxicity, counter-screen for KLF5 inhibitors. luminescence viability. inhibition, % at 5 µM. hit rate 0.78% among 290,000; in the data active = inhibition above about 22%;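 also: 0% = plate median of test compound wells and 100% = cytotoxic reference compound wells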
HIF activator – HIF pathway transcriptional activation | U2OS HRE-luciferase reporter, luminescence; normalized: DMSO 0%, desferrioxamine 100% | activation, % at 7.5 µM (by protocol) | hit rate 0.32% among 300,000 | AID 1910;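 active = mean activation of at least 10% of the iron chelator positive control signal, with at least half of replicates also reaching 10%; inconclusive = mean and replicate majority disagree about reaching 10%; inactive = mean and most replicates under 10%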
HSF1 inh – HSF1 inhibition; NIH3T3-HGL HSE-luciferase, MG132-induced, luminescence 8 h; stronger effect = lower value; activity change, negative = inhibition, % at 7.5 µM (by protocol); hit rate 0.77% among 300,000; AID 2098;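 active = more than half of replicate wells show activity change below -50%, luminescence cut by over half; inconclusive = some wells, but at most half, below -50%; inactive = no replicate well below -50%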;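 also: luciferase reports HSF-1 transcriptional activity via heat shock element; 0% = median of DMSO wells and -100% = zero luminescence signal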
HSP90 refold inh – inhibitors of HSP90 luciferase refolding in rabbit reticulocyte lysate | AID 1789 | luciferase refolding luminescence, 3 h | inhibition, % at 5.6 µM | hit rate 0.91% among 290,000;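 active = inhibition above the screen-wide mean plus 3 SD, computed separately per campaign, cut at about 16% in these data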;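 also: 0% = DMSO wells and 100% = 60 µM geldanamycin wells; inhibitors lower the luminescence because luciferase stays unfolded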
GSK3 alpha inh – inhibitors of human GSK-3 alpha kinase; inhibition, % at 10 µM; ADP-Glo luminescence, 60 min; AID 2650; hit rate 0.1% among 320,000; P49840;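 in the data active = inhibition above about 50%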;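 also: GST-tagged GSK-3 alpha with peptide substrate and 25 µM ATP; 0% = DMSO neutral wells and 100% = GW8510 positive control wells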
Target sequence (P49840 whole entry, looked up): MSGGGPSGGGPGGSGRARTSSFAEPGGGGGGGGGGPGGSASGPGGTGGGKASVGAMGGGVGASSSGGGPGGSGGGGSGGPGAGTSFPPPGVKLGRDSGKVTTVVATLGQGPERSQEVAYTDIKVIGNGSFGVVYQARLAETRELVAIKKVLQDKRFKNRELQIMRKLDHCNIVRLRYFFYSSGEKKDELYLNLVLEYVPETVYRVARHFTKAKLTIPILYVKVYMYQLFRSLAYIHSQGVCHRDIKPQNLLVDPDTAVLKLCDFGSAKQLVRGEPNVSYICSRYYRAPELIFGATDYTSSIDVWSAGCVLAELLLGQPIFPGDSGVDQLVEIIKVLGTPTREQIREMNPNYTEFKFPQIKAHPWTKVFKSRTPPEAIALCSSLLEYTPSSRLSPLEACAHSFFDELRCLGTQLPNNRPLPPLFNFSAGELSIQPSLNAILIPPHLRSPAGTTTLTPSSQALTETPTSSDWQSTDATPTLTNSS
AI-2 QS modul – modulates the Vibrio harveyi AI-2 quorum sensing system; Vibrio harveyi JMH597 AI-2 luminescence/OD600 ratio, 9 h; stronger effect = lower value; strain lacks LuxN and CqsS sensors; 0 = neutral-control median; hit rate 0.4% among 300,000; activity change, % at 7.5 µM; in the data active = activity change below about -75%, passing the limit was not always enough; inconclusive = no clear call, values can overlap the other calls;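 also: luminescence divided by OD600 gain over 9 h not by final OD600 alone; inactives centre near 13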
KLF5 inhibitor – kruppel-like factor 5 inhibition; DLD-1 KLF5 promoter-luciferase reporter, luminescence; inhibition, % at 5 µM; hit rate 0.23% among 290,000;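 active = inhibition above a per-plate limit of that plate's mean compound inhibition plus 3 SD, cut at about 60% in these data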;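 also: 0% = DMSO wells and 100% = LY294002 at 200 µM; higher means less KLF5 promoter-driven luciferase light; inactives centre near -14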
Starred values were filed as active, the others as inactive; ? = inconclusive; / = no result given.

nr	smiles	GSK3beta inhib	HSF-1 act	aSyn 5UTR inh	IEC-6 tox	HIF activator	HSF1 inh	HSP90 refold inh	GSK3 alpha inh	AI-2 QS modul	KLF5 inhibitor
1	COc1ccc(S(=O)(=O)N2CCOC23CCN(S(=O)(=O)c2cc(F)ccc2F)CC3)cc1	-3	4	7	/	-0.5	0	/	-1	-12	/
2	COCCNC(=S)NNC(=O)CSCc1ccc(Cl)cc1Cl	-2	5	11	-2	-0.1	-7	-1	-1	31	-4
3	CCOC(=O)C1C(=O)C=C(c2cccc(NS(C)(=O)=O)c2)CC1c1ccco1 (stereo unspecified)	1	5	-1	0	1.0	-1	-15	0	26	-6
4	O=C(/C=C/c1ccc(F)cc1)NC(=S)NNC(=O)c1cccnc1	-2	2	-18	5	0.0	0	2	-2	-112*	-12
5	CCOC(=O)N1CCC(NC(=O)C2CCCN(C(=O)c3cc4sccc4n3C)C2)CC1 (stereo unspecified)	1	1	-1	-2	0.0	1	-2	-12	20	-54
6	O=C(O)Cn1c(=O)c2c3c(sc2n(Cc2ccc(Cl)cc2Cl)c1=O)CCCC3	-1	-55	-7	-13	0.6	-45	-6	-5	-1	-34
7	CCCCOc1c(Cl)cc(CNC(C)(C)CO)cc1OCC	3	5	-31	-2	-0.3	-5	4	-4	23	-11
8	COc1cccc(NC(=O)Cc2c(O)c3ccccc3[nH]c2=O)c1	1	5	9	-2	-0.2	5	-3	-1	33	-29

Further results follow:
nr	smiles	GSK3beta inhib	HSF-1 act	aSyn 5UTR inh	IEC-6 tox	HIF activator	HSF1 inh	HSP90 refold inh	GSK3 alpha inh	AI-2 QS modul	KLF5 inhibitor
9	Cc1ccc(C(=O)Nc2cccc(NC(=O)c3cccs3)c2)c(C)c1	8	11	14	9	0.3	-2	1	1	18	-23
10	COc1ccc(C2CC(c3cccs3)=NN2C(=O)c2ccc(Br)o2)cc1 (stereo unspecified)	-7	9	8	6	0.8	-6	2	3	7	7
11	COc1ccc(-c2csc3ncnc(N4CCN(c5ccccc5O)CC4)c23)cc1	3	15	22	-4	-0.2	-1	-3	0	34	-18
12	CC(C)CCNC(=O)NC(=O)CSc1ncccn1	-5	2	3	-5	-0.7	0	-1	-1	12	-26
13	COc1cc2c(cc1OC)CN(c1ccc(C(N)=O)cc1[N+](=O)[O-])CC2	-1	-10	4	3	-0.1	0	-1	5	6	-37
14	Cc1cc(C)cc(C(=O)Oc2coc(CSc3nnc(NC(=O)C4CC4)s3)cc2=O)c1	1	11	-13	-3	-0.6	-2	0	-1	26	-1
15	CN(C(=O)Nc1ccccc1)C1CCCCC1	1	-12	-28	-2	0.0	7	1	1	6	-38
16	CCOC(=O)C1(CCc2ccccc2)CCN(Cc2ccccn2)CC1	2	/	-2	6	-0.3	/	1	-1	8	-27

The list continues.
nr	smiles	GSK3beta inhib	HSF-1 act	aSyn 5UTR inh	IEC-6 tox	HIF activator	HSF1 inh	HSP90 refold inh	GSK3 alpha inh	AI-2 QS modul	KLF5 inhibitor
17	Cc1ccc(-n2nc3c(c2NC(=O)c2ccccc2Br)CS(=O)C3)cc1 (stereo unspecified)	-1	4	-9	2	-0.3	1	-2	21	24	-2
18	Cc1ccc2c(c1)NCCO2	-1	7	-26	-5	-0.2	-11	-3	-3	-9	-8
19	COc1cc(C(=O)N2CCN(C3CCC(C)CC3)CC2)cc(OC)c1OC (stereo unspecified)	-3	2	-6	3	-11	4	1	-5	39	-17
20	Cc1ccc(NC(=S)NCCN(C2CCCCC2)C2CCCC2)cc1C	1	-2	-12	3	-0.4	5	7	2	35	-8
21	COC(=O)CCc1sc(Nc2ccc(Br)cc2)nc1-c1ccc(OC)cc1	1	37	-52	-8	3.3	29	3	0	12	-6
22	CCCc1cc(=O)oc2c(C)c(OCC(=O)NCCCn3ccnc3)ccc12	0	6	-15	-3	-0.1	3	-5	0	10	-21
23	COc1ccc(C(=O)N2CC3(C)C4CCC3(C)C2(C#N)C4)cc1OC (stereo unspecified)	2	-17	8	7	0.7	-3	1	-2	1	-8
24	CC(=O)N1c2ccc(S(=O)(=O)N3CCC(C(=O)N4CCN(c5cccc(C(F)(F)F)c5)CC4)CC3)cc2CC1C (stereo unspecified)	2	2	20	18	/	2	7	/	11	-9

New compounds follow
nr	smiles	GSK3beta inhib	HSF-1 act	aSyn 5UTR inh	IEC-6 tox	HIF activator	HSF1 inh	HSP90 refold inh	GSK3 alpha inh	AI-2 QS modul	KLF5 inhibitor
25	CC(C)CCNC(=O)C(c1ccc(O)cc1)N(Cc1cccs1)C(=O)C1COc2ccccc2O1 (stereo unspecified)	1	22	29	-10	0.2	9	-2	-4	22	-11
26	Cc1cccnc1NC(=O)c1cccc(S(=O)(=O)N2CCCC2)c1	-2	-21	16	/	0.6	-5	/	-5	18	/
27	CC1(C)Cc2c(sc(N)c2C#N)C(C)(C)N1	3	25	26	-3	0.1	-5	1	1	29	-47
28	COc1ccc(-c2noc(CCCC(=O)Nc3cccnc3)n2)cc1OC	0	6	15	2	-0.9	-8	-2	-1	31	-11
29	COc1ccc(C2NC(=O)NC(C)=C2C(=O)Nc2cc(C)ccc2C)cc1OC (stereo unspecified)	1	-10	6	0	0.1	-3	5	1	5	-8
30	CC1CCCN(C(=O)COC(=O)C2CCN(S(=O)(=O)c3ccc(Cl)c(C(F)(F)F)c3)CC2)C1 (stereo unspecified)	-3	-7	6	/	-1.7	4	/	0	23	/
31	COC(=O)c1cc(Cl)nc2ccccc12	0	-8	-43	0	-0.6	-15	-3	-2	-6	-10
32	O=C(NC1CCCCC1)N1CCC(c2nc(-c3ccc(S(=O)(=O)N4CCCC4)cc3)no2)CC1	-2	1	27	3	0.6	0	-4	-1	2	6

(next part)
nr	smiles	GSK3beta inhib	HSF-1 act	aSyn 5UTR inh	IEC-6 tox	HIF activator	HSF1 inh	HSP90 refold inh	GSK3 alpha inh	AI-2 QS modul	KLF5 inhibitor
33	COc1ccc(C(=O)NNS(=O)(=O)c2ccc(C)cc2)cc1	1	4	2	12	-0.3	7	-4	1	20	-35
34	OC[C@H]1O[C@@H]2O[C@H]3[C@H](O)[C@@H](O)[C@@H](O[C@H]4[C@H](O)[C@@H](O)[C@@H](O[C@H]5[C@H](O)[C@@H](O)[C@@H](O[C@H]6[C@H](O)[C@@H](O)[C@@H](O[C@H]7[C@H](O)[C@@H](O)[C@@H](O[C@H]1[C@H](O)[C@H]2O)O[C@@H]7CO)O[C@@H]6CO)O[C@@H]5CO)O[C@@H]4CO)O[C@@H]3CO	-3	7	-35	4	0.0	-3	-3	-3	23	-16
35	COc1ccc(CCNc2c(C)c(C)nc3ncnn23)cc1	4	-6	-14	19	0.8	3	-2	-2	22	12
36	Cn1cncc1C(=O)c1ccccc1	0	1	30	-4	0.1	-1	-1	-4	50	-22
37	CC1=C(C(=O)Nc2ccccc2C(=O)NC2CCC(C)CC2)SCCO1 (stereo unspecified)	2	11	-22	7	1.0	12	1	-1	10	-28
38	Cc1ccn2cc(C(=O)NC3CCN(Cc4ccccc4)CC3)nc2c1	-4	-30	2	3	0.1	-16	0	0	19	4
39	CSc1ncccc1C(=O)OCc1cccc([N+](=O)[O-])c1	4	?	-22	2	-0.4	9	2	-2	-2	-22
40	CC1Oc2ccccc2C=C1C1/C(=C(/O)c2ccccc2)C(=O)C(=O)N1CCCN(C)C (stereo unspecified)	4	-6	-20	-3	-3.0	1	-1	0	15	-7

New compounds follow
nr	smiles	GSK3beta inhib	HSF-1 act	aSyn 5UTR inh	IEC-6 tox	HIF activator	HSF1 inh	HSP90 refold inh	GSK3 alpha inh	AI-2 QS modul	KLF5 inhibitor
41	COc1cc(C(=S)N2CCOCC2)ccc1OC(=O)c1cc([N+](=O)[O-])cc([N+](=O)[O-])c1	0	-10	-18	1	0.2	2	-3	-1	28	2
42	COc1cc(OC)cc(C(=O)Nc2ccccc2C(=O)N2CCCC2)c1	-23	-3	-123	-2	1.5	1	-2	7	13	-18
43	O=C1NCCCC1C(=O)Nc1ccccc1C(F)(F)F (stereo unspecified)	0	11	2	-2	-0.5	-1	-4	-2	6	-13
44	O=C(Nc1cccc(C(F)(F)F)c1)c1cccnc1NCCc1ccccc1	11	5	-38	6	0.4	2	0	-2	23	-11
45	COc1ccc(-n2nc(C(=O)NCC(=O)NCCCN3CCOCC3)c3ccccc3c2=O)cc1	-3	22	9	-4	0.0	-2	-1	1	19	-4
46	CC1(c2ccccc2)NC(=S)N2C1NC(=S)N2c1ccccc1 (stereo unspecified)	1	10	-11	-1	-0.4	0	-4	4	1	-7
47	Cc1cccc(N2CCN(C(=O)c3cccs3)CC2)c1C	1	-6	-27	4	2.8	1	0	-1	-4	-40
48	O=c1[nH][nH]c(-c2ccccc2)c1C=Nc1ccc(Cl)cc1	-1	19	-47	4	1.1	2	-1	2	26	-8

More entries follow:
nr	smiles	GSK3beta inhib	HSF-1 act	aSyn 5UTR inh	IEC-6 tox	HIF activator	HSF1 inh	HSP90 refold inh	GSK3 alpha inh	AI-2 QS modul	KLF5 inhibitor
49	CCN(CC(=O)Nc1c(F)cccc1F)C(=O)c1ccc(COc2ccccc2)o1	1	-16	5	/	0.0	-2	/	-5	22	/
50	CCOc1ccc(CNc2nc3ccccc3n2CCN2CCOCC2)cc1	2	-11	-20	2	0.2	-9	1	-1	10	0
51	O=C(NC1(C(F)(F)F)C(=O)Nc2c1c(=O)[nH]c(=O)n2Cc1ccccc1)c1ccc(Cl)cc1Cl (stereo unspecified)	-1	2	24	0	0.4	0	0	-1	13	2
52	O=C(C1CCCN(S(=O)(=O)c2ccc(Br)cc2)C1)N1CCN(Cc2ccccc2)CC1 (stereo unspecified)	1	-4	45	-2	-0.6	0	-2	1	29	-22
53	O=[N+]([O-])c1ccc(NC(=S)NCC(c2cccnc2)N2CCOCC2)cc1 (stereo unspecified)	1	-3	-5	0	-0.2	-3	-3	/	11	1
54	Cn1c(=O)c2cc(S(=O)(=O)NC(C(=O)Nc3cccc(F)c3)c3ccccc3)ccc2n(C)c1=O (stereo unspecified)	4	10	5	-6	-0.2	-2	-1	0	1	-30
55	CC(=O)Nc1ccc(S(=O)(=O)NCCC(=O)Nc2ccc(C)c(Cl)c2)cc1	-1	9	-6	5	-0.1	6	4	-1	13	15
